# NF-kB neuron act: NF-kB expression increase, human neuronal cells; NF-kB reporter expression; hits give high values; fold change at 12.5 µM; 1.6% of 190,000 active; AID 1239; in the data active = fold change above about 3.3
# APP 5UTR inh: APP translation inhibition. SH-SY5Y APP 5'UTR-luciferase reporter, luminescence. inhibition, % at 2 µM. 0.82% of 190,000 active. AID 1285;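 active = inhibition above a set limit, derived from the sample mean plus 3 SD, cut at about 45% in these data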; also: values of inactives mirror those of a sister screen read the other way
# STAT1 activator: activators of IFN-gamma induced STAT1 signaling; activation (% of control), % at 5.5 µM; NIH 3T3 STAT1-luciferase reporter, luminescence; 100% = IFN-gamma alone, no compound; AID 932; 2.6% of 200,000 active;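 active = activation above the screen-wide mean activation plus 3 SD, cut at about 130% in these data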;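 also: raw ratio to IFN-gamma control signal so 100% means no change and 0% no light; values of inactives mirror those of a sister screen read the other way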
# STAT3 activator: STAT3 signaling activation. U3A cells, IL-6 STAT3-luciferase reporter, luminescence; 100% = signal with IL-6 EC80 alone. activation (% of control), % at 5.6 µM. 0.91% of 190,000 active. AID 871;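 active = activation above the screen-wide mean of compound activation plus 3 SD, cut at about 130% in these data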;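 also: 0% = background luminescence of wells with medium and substrate only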
#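 Test system: Human STAT1-deficient U3A cells with stable STAT3-luciferase reporter | Also added: Interleukin-6, 33 ng/mL | Timing: Compound pre-incubation 1 h before IL-6, then 6 h stimulation at 37 °C | Technique: Luciferase reporter luminescence | Read-out: Percent of IL-6-only median luminescence | Benchmarks: IL-6-only wells as 100% reference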
# STAT1 inh: STAT1 signaling inhibition | NIH 3T3 STAT1-luciferase reporter, IFN-gamma, luminescence | inhibition, % at 5.5 µM | 0.35% of 200,000 active;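 active = inhibition above a set limit, the mean inhibition across all tested compounds plus 3 SD, cut at about 34% in these data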;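 also: 0% = IFN-gamma with DMSO and 100% = IFN-gamma with 300 µM nifuroxazide; values of inactives mirror those of a sister screen read the other way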
# Hsp70 act: transcriptional activators of Hsp70. AID 1203. 0.04% of 200,000 active. activation, % at 10 µM. HeLa Hsp70 promoter luciferase reporter, luminescence; scaled: vehicle 0, proteasome-inhibitor control 100%;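 active = activation above the mean across all tested compounds plus 3 SD, cutoff set per campaign, cut at about 5.5% in these data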;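 also: 100% = MG132 at 30 µM as the positive control and 0% = DMSO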
# STAT3 inh: reduces IL-6 driven STAT3 reporter signal; U3A cells, IL-6 STAT3-luciferase reporter, luminescence; host cell line lacks STAT1; inhibition, % at 5.5 µM; 0.89% of 190,000 active;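 active = inhibition above the mean inhibition across all screened compounds plus 3 SD, cut at about 44% in these data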;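 also: 0% = DMSO only wells and 100% = 100 µM nifuroxazide control wells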
# APP 5'UTR act: activates APP 5'UTR luciferase reporter; SH-SY5Y APP 5'UTR luciferase reporter, luminescence; zero percent = DMSO vehicle wells; activation, % at 2 µM; 1% of 190,000 active; AID 1276;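 active = activation above a set limit, based on mean plus 3 SD of controls, cut at about 140% in these data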; also: values of inactives mirror those of a sister screen read the other way
# RAM network inh: yeast RAM network inhibition | S. cerevisiae dse1pr::URA3 reporter, 5-FOA growth OD615, 2 d; analog-sensitive cbk1-as2 kinase mutant strain | AID 868 | 1.8% of 190,000 active | inhibition, % at 50 µM;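 active = inhibition above a set limit, 3 SD over mean compound inhibition, cut at about 8.4% in these data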;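 also: 0% = DMSO-only wells with no growth and 100% = 10 µM 1-NA-PP1 full growth; inhibition rescues growth on 5-FOA so higher OD means more RAM inhibition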
# FLuc inh counter: Photinus pyralis luciferase inhibition counter-screen; P08659; ATPLite firefly luciferase biochemical luminescence, 10 min; inhibition, % at 10 µM; 1.5% of 200,000 active;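 active = inhibition above about 50% when tested at 10 µM, limit read from the data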
# Target sequence (P08659 whole entry, looked up): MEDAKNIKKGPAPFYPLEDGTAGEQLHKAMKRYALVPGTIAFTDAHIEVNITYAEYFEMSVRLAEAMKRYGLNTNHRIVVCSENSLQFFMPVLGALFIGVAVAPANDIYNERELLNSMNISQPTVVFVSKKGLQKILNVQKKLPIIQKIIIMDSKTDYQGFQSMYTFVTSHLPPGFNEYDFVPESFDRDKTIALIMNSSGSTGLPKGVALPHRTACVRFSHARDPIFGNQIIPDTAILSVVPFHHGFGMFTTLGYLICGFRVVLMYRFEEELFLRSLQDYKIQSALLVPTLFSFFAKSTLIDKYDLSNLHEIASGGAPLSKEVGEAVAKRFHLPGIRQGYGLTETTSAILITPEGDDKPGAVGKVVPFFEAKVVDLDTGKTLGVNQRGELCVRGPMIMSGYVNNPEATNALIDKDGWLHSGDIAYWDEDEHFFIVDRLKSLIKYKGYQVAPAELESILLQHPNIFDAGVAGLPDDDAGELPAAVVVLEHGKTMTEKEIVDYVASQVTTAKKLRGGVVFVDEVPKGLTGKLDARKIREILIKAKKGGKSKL
# Active calls of the source: *; · = no result given.
SMILES,NF-kB neuron act,APP 5UTR inh,STAT1 activator,STAT3 activator,STAT1 inh,Hsp70 act,STAT3 inh,APP 5'UTR act,RAM network inh,FLuc inh counter
Cc1ccc(NC(=S)NCc2cccnc2)cc1,1,12,100,96,0,-0.3,5,-11,0.3,-2
O=C(O)C1C2C=CC(C2)C1C(=O)NCCCN1CCOCC1 (configuration not stated),1.1,24,101,106,-2,0.0,-1,-24,0.2,-5
CC(C)(C)n1ncc2c(=O)n(CC(=O)Nc3ccccc3)cnc21,1.4,8,100,111,0,0.0,-7,-8,3.1,-5
O=C(O)CCc1ccc(-c2ccccc2)n1CC(=O)O,1.1,0,88,104,4,-0.5,-3,0,-0.5,-8
CC(=O)c1cccc(Nc2nc(-c3ccccc3)cs2)c1,4.8*,-170,168*,106,-74,0.1,3,170*,3.0,14
Cc1c(C(=O)NCc2ccco2)oc2ccc(S(=O)(=O)N3CCC4(CC3)OCCO4)cc12,0.64,-1,96,95,4,-0.1,9,1,3.9,-7
O=[N+]([O-])c1ccc(N2CCN(S(=O)(=O)c3ccc(Cl)cc3)CC2)cc1NCc1cccnc1,1.1,-4,96,121,4,-0.5,-13,4,0.0,-9
Cc1[nH]c(=O)[nH]c(=O)c1S(=O)(=O)N1CCCC(C(=O)NCc2ccccc2Cl)C1 (configuration not stated),0.98,-7,94,106,6,-0.2,-4,7,1.6,-5
CCOc1ncccc1C(=O)OCC(=O)NCc1ccc2c(c1)OCO2,1.1,12,105,107,-6,-0.1,0,-12,-0.1,-5
CN1C(=O)N(C)C2(CC1(C)C)CC(C)(C)N(C)C(=O)N2C,1.2,-7,97,95,4,0.9,10,7,-0.4,-4
CC(=O)Nc1nonc1-c1nc2ccccc2n1N(C(C)=O)C(C)=O,0.98,-8,100,126,0,-0.3,-26,8,1.4,1
Cc1cc(Cl)c(S(=O)(=O)Nc2cc(S(=O)(=O)N3CCOCC3)ccc2F)cc1OCC(N)=O,0.99,-37,97,101,3,0.2,4,37,0.9,-5
Cc1cc(C)n(C(=O)c2ccc(C)c(F)c2F)n1,1.1,17,106,100,-7,-0.3,3,-17,0.1,-1
CCN(CC)CCN(C(=O)c1ccc(N2C(=O)CCC2=O)cc1)c1nc2cc3c(cc2s1)OCO3,0.97,4,104,107,-6,-0.1,-3,-4,0.8,-3
COc1cc(CC(=O)Nc2ccc(N3CCOCC3)cc2)cc(OC)c1OC,0.96,13,96,105,4,-0.2,2,-13,2.6,2

# 4 entries picked at random from those above, as already listed:
SMILES,NF-kB neuron act,APP 5UTR inh,STAT1 activator,STAT3 activator,STAT1 inh,Hsp70 act,STAT3 inh,APP 5'UTR act,RAM network inh,FLuc inh counter
CN1C(=O)N(C)C2(CC1(C)C)CC(C)(C)N(C)C(=O)N2C,1.2,-7,97,95,4,0.9,10,7,-0.4,-4
O=[N+]([O-])c1ccc(N2CCN(S(=O)(=O)c3ccc(Cl)cc3)CC2)cc1NCc1cccnc1,1.1,-4,96,121,4,-0.5,-13,4,0.0,-9
O=C(O)CCc1ccc(-c2ccccc2)n1CC(=O)O,1.1,0,88,104,4,-0.5,-3,0,-0.5,-8
O=C(O)C1C2C=CC(C2)C1C(=O)NCCCN1CCOCC1 (configuration not stated),1.1,24,101,106,-2,0.0,-1,-24,0.2,-5

# Returning to the listing, repeating the 2 entries before the break.
SMILES,NF-kB neuron act,APP 5UTR inh,STAT1 activator,STAT3 activator,STAT1 inh,Hsp70 act,STAT3 inh,APP 5'UTR act,RAM network inh,FLuc inh counter
CCN(CC)CCN(C(=O)c1ccc(N2C(=O)CCC2=O)cc1)c1nc2cc3c(cc2s1)OCO3,0.97,4,104,107,-6,-0.1,-3,-4,0.8,-3
COc1cc(CC(=O)Nc2ccc(N3CCOCC3)cc2)cc(OC)c1OC,0.96,13,96,105,4,-0.2,2,-13,2.6,2
CCOC(=O)c1cccc(NC(=O)Cn2cnc3c2c(=O)n(C)c(=O)n3C)c1,0.96,9,98,100,2,-0.3,3,-9,0.8,-1
CCCC(=O)Nc1ccc2c(c1)nc(CN1CCN(C(C)=O)CC1)n2C,0.99,2,102,94,-3,0.3,10,-2,0.7,-4
CC(C)C(C)NC(=O)CN1C(=O)NC2(CCCCCC2)C1=O (configuration not stated),1.2,-3,106,108,-8,-0.2,-5,3,1.2,-7
O=C1N(c2ccccc2)C2CS(=O)(=O)CC2N1c1ccc(Br)cc1 (configuration not stated),1.2,11,100,101,1,-0.3,2,-11,1.1,2
COc1ccc(/C=N/NC(=O)c2ccccc2O)cc1CSc1ccccn1,1.1,-5,108,93,-9,-0.3,11,5,2.4,16
CCOC(=O)c1ccc(NC(=S)NCCC2=CCCCC2)cc1,1,12,90,100,11,0.0,0,-12,-1.1,1
Cc1cc(C)c2c(-n3cccc3)c(C(=O)NNS(=O)(=O)c3ccccc3)sc2n1,0.94,-6,100,100,0,-0.2,2,6,6.8,-5
COc1cc2cc(CN(CCc3ccccc3C)C(=S)NCCCN(C)C)c(=O)[nH]c2cc1OC,0.77,-5,102,96,-2,-0.3,3,5,0.3,-5
CCN(CC)CCCNC(=O)CNC(=O)c1nn(-c2ccc(OC)cc2)c(=O)c2ccccc12,1.4,-2,105,97,-7,-0.3,7,2,0.2,-4
O=C(O)/C=C/C(=O)N1CCN(C(=O)/C=C/C(=O)O)CC1,0.92,-8,96,102,4,-0.2,-3,8,1.2,-9
COc1ccccc1CC(=O)Nc1ccc2c(c1)CCC2,1.1,6,106,98,-7,-0.3,-2,-6,0.8,4
CC(C)CC(=O)Nc1ccccc1N1CCCC1,1.4,-21,80,97,22,-0.4,-1,21,1.1,-4
CC1CCCN(C(=O)c2cc3c(-c4ccc(Cl)cc4)nn(C)c3s2)C1 (configuration not stated),0.98,3,101,119,-1,-0.2,-18,-3,3.0,-8
COc1ncccc1-c1nnn(-c2ccc(Cl)c(Cl)c2)n1,4*,-106,158*,·,-61,0.2,·,106,8.8*,9
COC(=O)c1cc(=O)n(Cc2ccc(OC)c(OC)c2)c(=Nc2ccc(F)cc2)s1,1.9,6,107,98,-8,0.1,11,-6,3.3,-3
CCC(=O)N1CCc2cc(S(=O)(=O)N3CCc4ccccc43)ccc21,0.86,-7,97,77,3,-0.3,32,7,3.5,-2
O=C(CNC(=O)c1ccco1)OCN1C(=O)c2ccccc2C1=O,1.2,-2,104,102,-5,-0.2,0,2,-0.1,-8
O=C(O)C1CCC(Cn2c(SCc3cc(=O)n4cc(Cl)ccc4n3)nc3ccsc3c2=O)CC1 (configuration not stated),0.95,-17,98,108,0,0.2,-2,17,9.2*,-8
Cc1ccc(NC2=NCC(=O)N2CCc2ccccc2)cc1C,0.87,8,99,98,1,-0.2,6,-8,2.4,-6
COc1ccc(C(=O)N/C(=C\c2ccc([N+](=O)[O-])cc2)C(=O)NC(CCSC)C(=O)O)cc1 (configuration not stated),1,-22,101,101,-1,-0.2,8,22,0.4,-2
CCOC(=O)C1C(=O)C=C(c2ccc(C)cc2)CC1c1ccccc1 (configuration not stated),1.2,-6,101,90,-2,-0.2,18,6,2.8,0
Cc1ccc(N/N=C(/Sc2nnnn2-c2ccccc2)C(=O)c2ccccc2)cc1,1.1,-4,92,113,10,-0.3,-13,5,6.5,-8
O=C(N/N=C/c1ccc(Cl)cc1)C(=O)N1CCCCCC1,1.1,20,102,105,-4,-0.5,-5,-20,0.5,11
CCn1cc(C(=O)NCCc2ccccc2)c(=O)c2cc(F)c(N3CCN(C)CC3)cc21,0.56,-12,99,111,1,-0.3,-9,12,2.3,-4
Clc1ccccc1C1=CC(c2ccco2)n2nnnc2N1 (configuration not stated),1.3,-10,103,97,-4,0.1,15,10,2.1,-7
Cc1nc(SCc2ccccc2)c(C(F)(F)F)c(=O)[nH]1,1.5,-4,105,108,-6,-0.1,-7,5,2.5,-5
CCOCCOc1cccc(C(=O)NC(c2ccccc2)C(C)C)c1 (configuration not stated),0.94,1,100,109,0,-0.1,0,-1,1.7,-6
COc1cccc(OC2OC3COC(C)(C)OC3C(O)C2NC(C)=O)c1 (configuration not stated),1,-14,102,100,-3,-0.1,6,15,0.5,-4
CC(=O)OC[C@H]1O[C@@H](O/N=C(\C)CCN2CCCCc3nc(C)c(C)cc32)[C@H](OC(C)=O)[C@@H](OC(C)=O)[C@@H]1OC(C)=O,1.1,-23,93,107,8,-0.3,-11,23,3.2,-8
CNS(=O)(=O)c1ccc2c(c1)oc(=O)c1cc(S(=O)(=O)NC)ccc12,1,-8,107,96,-8,0.1,7,9,3.1,-12
CCc1cc2c(=O)c(-c3nc4ccccc4[nH]3)coc2cc1OC(=O)N1CCOCC1,0.55,-8,103,123,-3,0.0,-23,8,11*,1
CN(C)Cc1c(O)ccc2oc(Cc3ccccc3)cc12,0.63,18,96,101,5,-0.4,3,-18,0.8,1
CCOC(=O)N1CCC(NC(=O)Cc2ccc(-n3c(=O)[nH]c4ccccc4c3=O)cc2)CC1,·,4,99,101,1,-0.4,0,-5,·,·
C=CCNC(=O)COc1cc(C)cc(C)c1C,1.1,-10,97,107,0,-0.1,-3,10,0.4,-4
NC(=O)CCC1NC(=S)N(Cc2ccccc2)C1=O (configuration not stated),1.1,-3,98,102,2,-0.4,0,3,1.1,-2
CCCCN(CCNP(=O)(OCC)OCC)CP(=O)(OCC)OCC,1.1,18,87,108,14,0.2,-8,-18,0.1,-2
CCOC(=O)NC1(C(F)(F)F)NC(=O)N(c2cccc(C(F)(F)F)c2)C1=O (configuration not stated),0.96,-9,88,97,13,-0.1,7,9,0.7,-8
COc1ccc(/C=C/C(=O)O)cc1COc1cccc(C)c1,0.98,-7,95,102,6,0.4,-2,7,3.4,-1
Cc1csc(=Nc2c(C)n(C)n(-c3ccccc3)c2=O)n1Cc1ccccc1,1.3,9,108,102,-9,-0.5,2,-9,3.1,0
Cc1ccc(SCC2=NNC(=O)C2)cc1,0.98,-2,100,95,0,-0.5,16,2,0.1,-6
COc1cccc(C(=O)NCCOc2cc(C)cc(C)c2)c1,1.1,-3,96,86,5,-0.3,20,3,-0.8,0
Cc1sc(NC(=O)C2C3CCC(O3)C2C(=O)O)c(C(=O)OC(C)C)c1-c1ccc(Cl)cc1 (configuration not stated),0.93,-10,107,102,-2,0.8,7,10,6.4,-8
Cc1ccccc1Nc1nnc(SCC(=O)NC(=O)Nc2ccc3c(c2)OCCO3)s1,2.4,-28,104,107,-5,-0.2,-6,28,5.9,9

# 4 entries from above, sorted by their value in STAT3 activator, descending.
SMILES | NF-kB neuron act | APP 5UTR inh | STAT1 activator | STAT3 activator | STAT1 inh | Hsp70 act | APP 5'UTR act | RAM network inh
CC(=O)OC[C@H]1O[C@@H](O/N=C(\C)CCN2CCCCc3nc(C)c(C)cc32)[C@H](OC(C)=O)[C@@H](OC(C)=O)[C@@H]1OC(C)=O | 1.1 | -23 | 93 | 107 | 8 | -0.3 | 23 | 3.2
O=C(O)/C=C/C(=O)N1CCN(C(=O)/C=C/C(=O)O)CC1 | 0.92 | -8 | 96 | 102 | 4 | -0.2 | 8 | 1.2
CCOC(=O)c1ccc(NC(=S)NCCC2=CCCCC2)cc1 | 1 | 12 | 90 | 100 | 11 | 0.0 | -12 | -1.1
COc1cc2cc(CN(CCc3ccccc3C)C(=S)NCCCN(C)C)c(=O)[nH]c2cc1OC | 0.77 | -5 | 102 | 96 | -2 | -0.3 | 5 | 0.3

# Compound activity (PubChem)
